Screening data: PubChem, National Center for Advancing Translational Sciences (NCATS)
DRD3 agonist = D3 dopamine receptor (human) agonism. actives 0.58% (n = 410,000). D3R DiscoveRx beta-arrestin cells, luminescence, 90 min. AID 652048. max activation, %; in the data active = max activation above about 30%; also: 0% is about no effect; mostly tested at two doses, the higher about 12 µM
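Agonist mode: compounds and dopamine controls were applied to plated cells for 90 min at 37 degrees C after an overnight attachment at 1500 cells/well. Luminescent read-out followed 30 - 60 minutes at room temperature with DiscoveRx detection reagent.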
aSyn yeast inh = inhibitors of alpha-synuclein toxicity in yeast | Yeast expressing alpha-synuclein, growth rescue, BacTiter-Glo, 24 h | Potency, µM (highest dose often 46.1 µM), for the others: at the top dose growth rescue (activation), usual class: activators | actives 0.14% (n = 370,000) | AID 652106; also: potency is read from the fitted curve at half-maximal effect; % of control where 0% means no effect; nearly all actives have a fitted effect of over 65% in size
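Galactose-induced alpha-syn yeast (OD600=0.02, raffinose-pregrown) + pinned cpd, 24 hr, 30 deg C; growth by BacTiter-Glo luminescence. Growth restoration scores as activation.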
GLP1R cytotox = cytotoxic in the GLP-1 receptor inverse agonist counter-screen. HEK293 cAMP-luciferase reporter cells, luminescence, 24 h. Potency, µM (highest dose often 38.3 µM), inactives show at the top dose activity change, negative = inhibition, most hits filed as inhibitors. actives 0.13% (n = 410,000);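 also: loss of luciferase light is scored as toxicity; potency is read from the fitted curve at half-maximal effect; % is scaled to controls: 0 for no effect and ±100 for the full control effect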
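Seeding density was 200 cells/uL; after overnight-length (12 h) culture, 23 nL compounds went on for 24 h at 37 °C. Readout used a luciferase detection reagent, luminescence taken after 12 min at room temperature.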
TDP-43 yeast inh = TDP-43 toxicity inhibition in yeast; TDP-43 expressing yeast growth rescue, BacTiter-Glo, 24 h; Potency, µM (series often up to 46.1 µM), for inactives: top-dose growth rescue (activation), actives largely listed as activators; actives 1.8% (n = 410,000); AID 652104; also: potency is read from the fitted curve at half-maximal effect; % of control where 0% means no effect; nearly all actives have a fitted effect of over 50% in size
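Luminescence from BacTiter-Glo reports growth of TDP-43-expressing yeast after 24 hr at 30 deg C with compound. Cells were raffinose-pregrown to mid-log, then seeded in galactose medium at OD600=0.02.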
KB-V1 MDR tox = kills drug-selected multidrug resistant KB-V1 cells. KB-V1 MDR cells viability, CellTiter-Glo, 72 h. Potency, µM (top dose mostly 46.1 µM), inactives show at the top dose activity change, negative = cytotoxicity, actives largely listed as cytotoxic. actives 3.4% (n = 400,000); also: potency is read from the fitted curve at half-maximal effect; % is scaled to controls: 0 for no effect and ±100 for the full control effect; nearly all actives have a fitted effect of over 60% in size
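Following 72 h at 37 degrees C with compound, KB-V1 cell viability was read by CellTiter-Glo luminescence, medium being phenol-red-free DMEM plus 10% FBS; concentration-response parameters came from normalized, curve-fitted qHTS data.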
GLP1R ag = GLP-1 receptor (human) agonism; Potency, µM (titrated, usually from 45.6 µM), inactives show at the highest dose activation, hits mostly activators; actives 0.007% (n = 380,000); HEK293 GLP-1R CRE-luciferase, luminescence, 4-6 h; cells express a hypersensitive GLP-1R form; AID 624172; P43220; also: potency is read from the fitted curve at half-maximal effect; % of control where 0% means no effect
Target sequence (P43220 whole entry, looked up): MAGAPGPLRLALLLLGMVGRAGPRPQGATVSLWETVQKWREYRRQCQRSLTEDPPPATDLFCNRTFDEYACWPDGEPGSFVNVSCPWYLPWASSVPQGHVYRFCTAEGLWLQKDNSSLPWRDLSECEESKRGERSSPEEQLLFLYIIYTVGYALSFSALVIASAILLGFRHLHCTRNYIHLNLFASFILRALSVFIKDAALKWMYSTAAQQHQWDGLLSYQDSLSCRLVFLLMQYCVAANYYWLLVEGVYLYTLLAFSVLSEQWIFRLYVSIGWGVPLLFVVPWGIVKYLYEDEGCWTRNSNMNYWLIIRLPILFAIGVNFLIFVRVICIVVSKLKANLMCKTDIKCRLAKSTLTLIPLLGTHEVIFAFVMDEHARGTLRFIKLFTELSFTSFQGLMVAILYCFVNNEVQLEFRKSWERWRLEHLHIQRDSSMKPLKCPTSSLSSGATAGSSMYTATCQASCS
PTHR1 agonist = activates the human parathyroid hormone receptor PTHR1; Q03431; HEK293 GP2 PTHR1 cells, GloSensor cAMP luminescence, 1 h; Potency, µM (series often up to 115 µM), for the others: at the highest dose activation, hits mostly activators; actives 0.075% (n = 410,000); also: potency is read from the fitted curve at half-maximal effect; nearly all actives have a fitted effect of over 55% in size; some results filed as inactive show a strong effect at the top dose; inactives centre near -15; many of its hits are not listed in these tables
Target sequence (Q03431 whole entry, looked up): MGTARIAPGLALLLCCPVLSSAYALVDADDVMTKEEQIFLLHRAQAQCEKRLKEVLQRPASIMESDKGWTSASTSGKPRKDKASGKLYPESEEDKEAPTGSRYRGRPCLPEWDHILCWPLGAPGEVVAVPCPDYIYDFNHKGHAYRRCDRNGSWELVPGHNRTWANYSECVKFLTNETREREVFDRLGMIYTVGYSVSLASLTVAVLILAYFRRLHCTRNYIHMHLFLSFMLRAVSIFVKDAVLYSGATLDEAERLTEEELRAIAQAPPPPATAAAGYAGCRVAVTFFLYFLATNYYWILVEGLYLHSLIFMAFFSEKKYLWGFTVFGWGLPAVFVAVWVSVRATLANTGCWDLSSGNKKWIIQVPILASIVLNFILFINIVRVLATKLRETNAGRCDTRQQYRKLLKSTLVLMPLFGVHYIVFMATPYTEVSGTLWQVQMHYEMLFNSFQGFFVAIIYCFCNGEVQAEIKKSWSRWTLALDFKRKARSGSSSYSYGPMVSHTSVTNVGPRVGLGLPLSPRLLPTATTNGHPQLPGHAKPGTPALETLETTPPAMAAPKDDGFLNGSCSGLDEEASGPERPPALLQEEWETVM
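HEK-293-derived GP2 cells expressing PTHR1 and a GloSensor cAMP reporter, 3,000/well, plated overnight, given luciferin plus IBMX (each 0.5 mM as added) for 1 h at 37 °C, then compound for 1 h at 37 °C. Luminescence was read after 15 min at room temperature.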
DRD3 antagonist = blocks the human D3 dopamine receptor; P35462; D3R cells, DiscoveRx beta-arrestin luminescence, antagonist mode; hits give low values; AID 652054; actives 2.5% (n = 360,000); max response, negative = inhibition, %; in the data active = max response below about -50%; inconclusive = no clear call, values can overlap the other calls; also: % is scaled to controls: 0 for no effect and ±100 for the full control effect; mostly tested at two doses, the higher about 12 µM
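Cells expressing the human receptor were seeded at 1500 cells/well, incubated overnight at 37 degrees C in 5% CO2, then exposed to library compounds with dopamine controls for 90 minutes at 37 degrees C before luminescent detection.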
GLP1R inv ag = inverse agonists of human GLP-1 receptor; actives 1.6% (n = 410,000); Potency, µM (titrated, usually from 38.3 µM), for the others: at the highest dose activity change, negative = inhibition, usual class: inhibitors; AID 624417; HEK293 GLP-1R CRE-luciferase, luminescence, 24 h; GLP-1R form is constitutively active; also: potency is read from the fitted curve at half-maximal effect; % is scaled to controls: 0 for no effect and ±100 for the full control effect; nearly all actives have a fitted effect of over 55% in size
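Readout was luciferase luminescence, measured 12 min after detection reagent at room temperature. Beforehand, GLP-1R reporter HEK293 cells had sat 12 h, then received compounds for 24 hr at 37 deg C.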
Numbers without * were called inactive; i = inactive; ? = inconclusive; · = not tested or not shown; & = joins results of further samples; [ ] = remark or other dose. Unless noted, calls follow the shape of the dose curve; as a rule, active = well fitted curve in the direction sought with a large enough effect; inconclusive = small, poorly fitted or top-dose-only effect, or another doubt; inactive = no such curve, though single readings can be large; an effect the other way counts as inactive or inconclusive. These rows are one share of the data (hit frequency here may not be typical).

SMILES	DRD3 agonist	aSyn yeast inh	GLP1R inv ag	PTHR1 agonist	KB-V1 MDR tox	DRD3 antagonist	TDP-43 yeast inh	GLP1R cytotox	GLP1R ag
O=C(Nc1ccc(C(F)(F)F)cc1)C1=NN(C2CCS(=O)(=O)C2)C(=O)CC1 (stereo not given)	-1	0%	-28%	-29%	0%	-1	-19%	-5%	-7%
CCn1cc2nc(SCC(=O)Nc3ccc(OC)cc3OC)n(Cc3ccc(Cl)cc3)c(=O)c2n1	-4	·	?	-33%	-3%	·	?	-10%	2%
CC1CCCCC1NC(=O)CCCCCn1c(=S)[nH]c2ccsc2c1=O (stereo not given)	4	2%	-2%	-18%	6%	13	21%	5%	-4%
CCOC(=O)N1CCc2c(sc(NCc3cccc(F)c3)c2C(=O)Nc2ccc(OC)cc2OC)C1	-14	·	-17%	i	·	·	6%	0%	·
c1ccc(COc2cccc(-c3cc4nc(NCCc5ccncc5)ccn4n3)c2)cc1	88*	-27%	?	-70%[inhibitor]	-4%	77	-10%	?	-16%
COC(=O)C1CCN(C(=O)COC(=O)Cc2c[nH]c3ccccc23)CC1	-2	3%	1%	-16%	0%	-11	8%	60%[activator]	0%
O=S(=O)(c1ccc(-c2ccon2)s1)N1CCOCC1	-9	3%	8%	i	-14%	6	13%	9%	8%
COC(=O)c1ccc(CSc2nc3ccc(S(N)(=O)=O)cc3[nH]2)cc1	-25	4%	28%	-18%	10%	0	1%	15%	0%
CCOc1ccc(S(=O)(=O)NCCC(=O)NCCOc2ccccc2)cc1	3	1%	-2%	i	5%	0	-14%	-5%	16%
COc1ccc(OC)c(C(c2nnnn2Cc2ccccc2)N2CCN(C)CC2)c1 (stereo not given)	3	8%	-22%	-20%	?	-12	5%	0%	0%
CCCCC(=O)N=c1sc2c(OC)ccc(OC)c2n1C	-13	-2%	?	2%	25%	21	3%	0%	-2%
O=C1S/C(=C/c2ccccc2F)C(=O)N1CCN=C1NS(=O)(=O)c2ccccc21	1	0%	-23%	-32%	5%	19	11%	-25%	4%
CC(=O)NS(=O)(=O)c1ccc(N=c2ssc3c2-c2cc(C)c(C)cc2NC3(C)C)cc1	-11	-8%	?	-36%[inhibitor]	-5%	?	-4%	-1%	1%
Cc1cc(NC(=O)CSc2nnc(-c3ccccc3)o2)no1	3	-1%	?	i	-23%	6	3%	?	-1%
O=C(NCCc1ccccc1)C1Cc2c(-c3ccc(Cl)cc3)ccnc2O1 (stereo not given)	5	13%	-27%	-1%	-18%	14	?	-2%	8%
COc1cccc(/C=N/NC(=O)CN(CCc2ccccc2)S(=O)(=O)c2ccc(NC(C)=O)cc2)c1	-4	7%	?	-17%	?	-5	15%	-18%	-9%
CCn1ccc(C(=O)NC2CCCC2)n1	2	-1%	11%	i	7%	-1	-10%	-7%	-6%
Cc1cc(N2CCN(c3ncccn3)CC2)nc2c(C)cccc12	36*	-8%	21%	-36%[inhibitor]	3%	18	?	1%	0%
Cc1nn(-c2nc(-c3ccccc3)cc(C(F)(F)F)n2)c(C)c1Cl	8	·	?	-38%[inhibitor]	-10%	·	?	-6%	·
CCC(=O)Nc1ccc2c(c1)OC[C@@H](C)NC[C@@H](C)[C@@H](OC)CN(C)C2=O	2	2%	21%	-1%	6%	23	15%	2%	·

SMILES	DRD3 agonist	aSyn yeast inh	GLP1R inv ag	PTHR1 agonist	KB-V1 MDR tox	DRD3 antagonist	TDP-43 yeast inh	GLP1R cytotox	GLP1R ag
CCn1c(SCC(=O)Nc2ccc(C(C)=O)cc2)nc2ccccc21	1	0%	18%	i	?	-11	0%	-18%	22%
CCOC(=O)C(=CNNc1ccsc1C(=O)OC)C(=O)OCC	3	10%	-6%	12%	-16%	22	1%[1.82 µM]	-3%	22%
COc1ccc(C(=O)Cn2c(=N)n(C)c3ccccc32)cc1	-8	-1%	-17%	-4%	-7%	-22	6%	3%	18%
Cn1c(=O)n(CC(=O)O)c(=O)c2c1nc1n2CCCN1c1ccc(Cl)cc1	-10	·	22%	-45%	5%	·	-4%	4%	0%
Oc1c(Br)cc(/C=N/n2c(-c3ccccc3)n[nH]c2=S)c(O)c1Br	2	-14%	-10%	-31%	?	0	?	-27%	-7%
O=C(O)C1CCN(Cc2cccnc2)CC1	0	1%	3%	-14%	2%	6	-23%	3%	0%
Cc1ccc(S(=O)(=O)N/N=C\c2ccc(C)o2)cc1	-10	-3%	4%	15%[57.5 µM]	12%	-11	-23%	70%[activator]	-4%
CC(NC(=O)c1ccc2nc[nH]c2c1)c1ccccc1 (stereo not given)	2	1%	0%	i	2%	-1	0%	-14%	0%
O=C(NCC(=O)N(c1ccc(F)cc1)C(C(=O)NC1CCCC1)c1cccnc1)c1cccs1 (stereo not given)	11	-6%	7%	-9%	-4%	6	-11%	1%	0%
Cc1ccc(NC(=O)CCC(=O)N/N=C/c2ccc([N+](=O)[O-])o2)cc1C	-5	7%	2%	i	-2%	2	18%	-12%	-3%
COc1cccc(-n2c(C)nn(CCOc3ccccc3)c2=O)c1	0	1%	13%	i	-7%	-3	18%	-22%	3%
COc1ccc(NC(=O)Nc2nnc(-c3ccco3)s2)cc1	5	-1%	41%[activator]	i	?	-4	1%	2%	30%
O=C(O)c1ccc(CS(=O)c2cccc(C(F)(F)F)c2)o1 (stereo not given)	1	1%	3%	i	?	-10	-12%	-10%	-14%
CC(C)CC1(C)NC(=O)N(CC(=O)Nc2ccc(F)c(F)c2F)C1=O (stereo not given)	4	1%	1%	i	1%	3	11%	-6%	-1%
COc1ccc(NC(=O)[C@H](C)NC(=O)C2CCN(S(=O)(=O)c3ccc(C)cc3)CC2)cc1	-4	-5%	-25%	-16%	?	-23	-11%	5%	-2%
Nc1[nH]c(=O)[nH]c(=O)c1N=Cc1ccccc1	-6	?	16%	11%	?	-19	0%	251%[activator]	-2%
Cc1nc(CCNC(=O)C2CCC(=O)N(Cc3ccc(Cl)cc3)C2)sc1C (stereo not given)	-5	4%	5%	-43%[inhibitor]	3%	3	-3%	-2%	3%
COc1ccc(CN2C(=O)CCC2(C)c2nnnn2-c2ccc3c(c2)OCCO3)cc1OC (stereo not given)	-6	-7%	31%[activator]	-24%	-22%	0	23%	11%	7%
COc1ccc(-c2ccc(SC)nn2)cc1	-3	-40%[inhibitor]	?	-33%[inhibitor]	9.2µM*	2	-49%[inhibitor]	2%	-4%
O=C(NCc1cccs1)C(Cc1ccccc1)NS(=O)(=O)c1cccs1 (stereo not given)	-3	4%	-29%	i	-4%	31	6%	-4%	-11%

SMILES	DRD3 agonist	aSyn yeast inh	GLP1R inv ag	PTHR1 agonist	KB-V1 MDR tox	DRD3 antagonist	TDP-43 yeast inh	GLP1R cytotox	GLP1R ag
O=C(CSc1nnc(-c2cccnc2)n1CCN1CCCCC1)Nc1cccc(Cl)c1	-3	5%	2%	i	2%	-3	-10%	-7%	5%
CC(=O)c1cccc(S(=O)(=O)N(C)C2CCN(C)CC2)c1	-6	0%	-1%	i	0%	43	·	1%	-4%
O=C(c1ccc2c(=O)n(CCc3ccccc3)c(=O)[nH]c2c1)N1CCN(c2ccc(F)cc2)CC1	21&1	0%	-18%&-15%	-32%&-49%[inhibitor]	?	52	-9%&2%	-14%&4%	5%&-6%
CCOc1cccc(/C=N/N2CCN(c3ccc(Cl)cc3)CC2)c1O	0	2%	?	-18%	-17%	-17	9%	3%	-1%
O=c1cc(-c2ccccc2)[nH]n1-c1nc2ccccc2[nH]1	2	?	?	-21%	?	2	?	-22%	-16%
COc1ccc(C2CC(c3c(-c4ccccc4)c4cc(Cl)ccc4[nH]c3=O)=NN2S(C)(=O)=O)cc1OC (stereo not given)	-6	-29%	3%	?	0%	19	-22%	-27%	3%
CCN(CC)C(=O)c1sc2c(c1C)c(=O)n(-c1ccc(C)c(C)c1)c(=O)n2Cc1cc(=O)n2ccccc2n1	-20	·	57%[activator]	?	?	·	-8%	-10%	·
Cc1ccc(NC(=O)CNC(=O)c2cccs2)c(O)c1	1	-2%	40%[activator]	-20%	?	-16	-12%	0%	2%
CCOc1ccc(NC(=S)NCc2ccc3[nH]c(C)cc3c2)cc1	-4	4%	?	-13%	-22%	-15	6%	-5%	4%
Cc1ccc(NC(=O)c2ccc(OCc3c(C)noc3C)cc2)nc1	-1	-5%	-17%	-31%[inhibitor]	-14%	0	2%	-25%	3%
Nc1nc(SCC(=O)Nc2ccc([N+](=O)[O-])cc2Br)n[nH]1	5	0%	19%	-2%	23%	-9	4%	-13%	1%
COc1cccc(-c2cc(C(F)(F)F)nc(-n3cncn3)n2)c1	11	5%	0%	-1%	3%	-12	16%	-16%	-3%
Cc1cccc(C)c1-n1nnnc1SCSc1nnnn1-c1c(C)cccc1C	0	1%	7%	-20%[57.5 µM]	-3%	?	-28%	4%	-8%
C=CCn1nc(C(=O)OCC)cc1-c1sc(NC(=O)c2ccccc2)nc1C	3	-11%	?	-73%[inhibitor]	-21%	27	?	-10%	0%
O=C(CSc1nc2c([nH]c3ccccc32)c(=O)n1-c1ccc(F)cc1)NCc1ccc(F)cc1	-1	0%	11%	-4%	-11%	·	25%	1%	1%
CN1CCN(S(=O)(=O)c2ccccc2)CC1	8	2%&4%	2%	i	-13%&6%	6	10%	1%	-8%
Cc1cccc(C)c1NC(=O)COC(=O)CNC(=O)C1CCCCC1	1	4%	4%	i	28%	8	7%	-1%	-1%
